RTF Ca sens inh: cardiac RTF calcium desensitization; inhibition, % at 7.15 µM; IANBD-labeled cardiac RTF, Ca2+ fluorescence; P19429+P45379; 340,000 compounds, 0.12% hits;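 active = inhibition above the mean inhibition of all tested compounds plus 3 SD, cut at about 17% in these data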;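 also: assay run at fixed EC70 calcium of 1.6 mM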
NSD2 HMT inh: inhibitors of human histone methyltransferase NSD2; O96028; NSD2 peptide methylation, AlphaScreen, 120 min; inhibition, % at 12.5 µM; 310,000 compounds, 0.54% hits; AID 743445; in the data active = inhibition above about 50%
SUMO Mot1 rescue: SUMOylation pathway inhibition by Mot1-301 growth rescue | S. cerevisiae Mot1-301 growth rescue, ATP luminescence, 38.5C; percent above DMSO median, 100 means doubled | growth rescue, % at 18.8 µM | 320,000 compounds, 1% hits | AID 2716;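 active = every valid replicate shows activation above 250% relative to neutral control wells; inactive = the rest, any valid replicate at or below 250%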;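 also: OY570 slx delta 5 strain wells were the positive control but not used for scaling; some compounds called inactive have numbers as strong as hits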
Keap1-Nrf2 PPI: Keap1-Nrf2 (human) interaction inhibition; Keap1 Kelch-Nrf2 peptide fluorescence polarization, 1536-well; inhibition, % at 9.4 µM; 340,000 compounds, 0.15% hits; Q14145; in the data active = inhibition above about 12%;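 also: human Keap1 Kelch domain with fluorescein labeled Nrf2 9mer peptide probe; 0% = neutral control wells and 100% = peptide positive control; higher means more block of Keap1 binding to Nrf2 peptide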
Target sequence (Q14145 whole entry, looked up, the tested form may be a part): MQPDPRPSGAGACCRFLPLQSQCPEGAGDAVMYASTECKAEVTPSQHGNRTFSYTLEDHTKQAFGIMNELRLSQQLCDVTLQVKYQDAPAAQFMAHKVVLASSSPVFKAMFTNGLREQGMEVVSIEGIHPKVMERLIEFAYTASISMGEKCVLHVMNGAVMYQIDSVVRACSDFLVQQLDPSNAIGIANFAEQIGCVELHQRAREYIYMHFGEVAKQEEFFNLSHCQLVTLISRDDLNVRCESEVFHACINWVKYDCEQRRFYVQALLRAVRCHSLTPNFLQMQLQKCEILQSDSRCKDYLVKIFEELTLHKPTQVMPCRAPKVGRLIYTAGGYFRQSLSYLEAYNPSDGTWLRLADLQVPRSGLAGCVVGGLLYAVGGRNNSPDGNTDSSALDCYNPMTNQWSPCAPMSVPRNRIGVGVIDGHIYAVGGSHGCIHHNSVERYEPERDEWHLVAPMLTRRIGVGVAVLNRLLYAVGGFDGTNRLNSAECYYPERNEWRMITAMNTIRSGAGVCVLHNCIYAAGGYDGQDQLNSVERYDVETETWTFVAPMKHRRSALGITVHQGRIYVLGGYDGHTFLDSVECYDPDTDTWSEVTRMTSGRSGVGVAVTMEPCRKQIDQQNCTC
Rtt109 HAT inh: blocks Candida albicans Rtt109/Vps75 acetyltransferase activity; 330,000 compounds, 0.16% hits; Q5AAJ8; AID 540336; inhibition, % at 34.9 µM; purified Rtt109/Vps75, ThioGlo CoA-SH fluorescence, 4 h;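 active = inhibition of at least 50% in every replicate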
Target sequence (Q5AAJ8 whole entry, looked up): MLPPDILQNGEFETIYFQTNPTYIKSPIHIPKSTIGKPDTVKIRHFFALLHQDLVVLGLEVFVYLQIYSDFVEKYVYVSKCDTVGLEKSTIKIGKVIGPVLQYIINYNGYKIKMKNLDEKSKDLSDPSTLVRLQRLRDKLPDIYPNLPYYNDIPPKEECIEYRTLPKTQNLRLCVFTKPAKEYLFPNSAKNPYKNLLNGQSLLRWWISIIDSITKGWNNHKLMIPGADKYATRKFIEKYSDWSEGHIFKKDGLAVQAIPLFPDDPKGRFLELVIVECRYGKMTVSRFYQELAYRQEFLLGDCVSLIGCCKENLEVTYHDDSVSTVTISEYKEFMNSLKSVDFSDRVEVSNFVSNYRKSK
CDK5 p35 inh: inhibitors of human CDK5/p35 kinase; inhibition, % at 10 µM; 330,000 compounds, 0.01% hits; Recombinant CDK5/p35, ADP-Glo luminescence, 60 min; Q00535+Q15078;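 active = highest replicate inhibition of at least 50% and at least 75% of replicates reaching 50%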;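 also: plate controls were DMSO neutral control for no effect and GW8510 at 10 µM for full effect; many of its hits are not listed in these tables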
C-LANA FP: blocks KSHV LANA C-terminal domain binding to DNA; MBP-C-LANA/FAM-LBS DNA binding, fluorescence polarization; inhibition, % at 9 µM; 340,000 compounds, 0.078% hits; AID 504423;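 active = highest replicate inhibition at or above 60% at 9 µM, even if other replicates fall short; inactive = all replicates below 60% inhibition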;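 also: 0% = neutral control wells and 100% = 4 µM acridine orange control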
dFosB act: activators of mouse delta FosB homodimer; AID 493131; 340,000 compounds, 0.99% hits; purified delta FosB, TAMRA-CDK5 oligo fluorescence polarization; percent of positive-control signal above neutral wells; activation, % at 25 µM;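 active = mean activation above about 17%, with every replicate also reaching it, limit read from the data, passing the limit was not always enough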;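 also: fluorescence polarization rise as delta FosB binds a TAMRA Cdk5 AP-1 oligo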
PfHsp90 set2: growth inhibition of yeast expressing Plasmodium Hsp90. S. cerevisiae expressing PfHsp90, BacTiter-Glo ATP, 48 h; yeast lacking PDR1 and PDR3 efflux regulators. inhibition, % at 9.4 µM. 310,000 compounds, 0.32% hits. AID 504621;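 active = every replicate shows inhibition above about 80%, whatever the replicate mean, limit read from the data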;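 also: 0% = DMSO neutral controls and 100% = 20 µM radicicol positive controls; yeast relying on Plasmodium falciparum Hsp90 in place of its own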
cardiac RTF act: increases calcium sensitivity of human cardiac regulated thin filaments; P19429+P45379; IANBD-labeled TnC RTF fluorescence at EC20 calcium; 0% EC20 calcium, 100% full calcium; 340,000 compounds, 0.24% hits; activation, % at 7.2 µM;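 active = activation above the mean over all tested compounds plus 3 SD, cut at about 30% in these data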;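 also: rise in fluorescence read as greater calcium sensitivity of cardiac thin filaments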
PvdQ inh: P. aeruginosa PvdQ acylase inhibition; 340,000 compounds, 0.063% hits; AID 488965; inhibition, % at 10 µM; purified PvdQ acylase, fluorescence plate reader; in the data active = inhibition above about 30%, passing the limit was not always enough;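 also: 0% = vehicle neutral wells and 100% = reference inhibitor wells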
Starred values were filed as active, the others as inactive; x = not tested or not shown.

SMILES	RTF Ca sens inh	NSD2 HMT inh	SUMO Mot1 rescue	Keap1-Nrf2 PPI	Rtt109 HAT inh	CDK5 p35 inh	C-LANA FP	dFosB act	PfHsp90 set2	cardiac RTF act	PvdQ inh
CC(C)(C)c1ccc(C2(C)NC(=O)N(CC(=O)c3ccc[nH]3)C2=O)cc1 (configuration not stated)	-1	3	-10	-1	46	0.3	-0.7	-11	-1	-2	14
C=CCn1c(SCC(=O)Nc2cc(Cl)ccc2C(=O)O)nc2sc(C)c(C)c2c1=O	-6	2	0	-1	9	-5.3	-1.1	-3	11	-3	-20
CNC(=O)CCc1nc(-c2ccc(C(C)(C)C)cc2)no1	0	-4	-7	1	5	-0.8	-0.2	1	9	-6	-4
CCCN1C(=O)c2ccc(C(=O)NC3CCCCC3)cc2C1=O	-12	-1	-5	-1	0	0.1	0.2	7	19	-3	-19
COC(=O)Cn1c(N)[n+](Cc2ccccc2)c2ccccc21	-11	x	2	-6	2	-0.3	0.0	1	13	-5	16
Cc1noc(C)c1COc1cccc(C(=O)OC(C)C(=O)Nc2ccc3c(c2)OCO3)c1 (configuration not stated)	-1	0	-13	-6	-1	0.8	0.8	-15	x	-2	-10
O=C(Nc1cccc([N+](=O)[O-])c1)N1CCN(c2ccccc2)CC1	-5	14	2	-3	7	-3.7	0.3	-3	-5	8	-12
Cc1cc2oc(=O)cc(CN3CCCCC3)c2cc1C(C)C	0	-2	-23	-6	14	-1.4	-1.4	-5	-1	4	-2
O=C(CSC(=O)c1ccccc1)Nc1ccccc1F	-3	-1	131	-2	3	1.2	1.9	1	6	7	-2
CC(=O)c1sc(NC(=O)COc2ccc(C(C)C)c(C)c2)nc1C	-7	-1	40	-5	-10	1.4	-0.3	3	x	-2	-14
C/C(=N\NC(=O)c1cccs1)c1c(O)cc(C)oc1=O	1	-2	19	-8	4	-0.5	1.4	4	-24	0	-12
CN(C(=O)COC(=O)C1CSC2(C)CCC(=O)N12)c1ccccc1 (configuration not stated)	-8	0	-15	1	11	-2.3	-0.1	6	16	-3	2
Cc1ccc(-n2c3c(cc(C(=O)N4CCN(C)CC4)c2=O)C(=O)CC(C)(C)C3)cc1	-3	-4	5	3	2	0.6	0.4	-2	-2	5	-7
Cc1cc(N)n(-c2ccccc2C)n1	0	2	231	1	-9	-0.2	0.8	-1	-4	2	-11
CN(C)c1ccc(C(CNC(=O)c2ccco2)N2CCCC2)cc1 (configuration not stated)	-4	7	-6	-4	11	-0.1	-1.4	3	18	-1	-3

Quoted at random: 3 records from the list.
SMILES	RTF Ca sens inh	NSD2 HMT inh	SUMO Mot1 rescue	Keap1-Nrf2 PPI	Rtt109 HAT inh	CDK5 p35 inh	C-LANA FP	dFosB act	PfHsp90 set2	cardiac RTF act	PvdQ inh
Cc1cc(N)n(-c2ccccc2C)n1	0	2	231	1	-9	-0.2	0.8	-1	-4	2	-11
COC(=O)Cn1c(N)[n+](Cc2ccccc2)c2ccccc21	-11	x	2	-6	2	-0.3	0.0	1	13	-5	16
CCCN1C(=O)c2ccc(C(=O)NC3CCCCC3)cc2C1=O	-12	-1	-5	-1	0	0.1	0.2	7	19	-3	-19

Additional structures.
SMILES	RTF Ca sens inh	NSD2 HMT inh	SUMO Mot1 rescue	Keap1-Nrf2 PPI	Rtt109 HAT inh	CDK5 p35 inh	C-LANA FP	dFosB act	PfHsp90 set2	cardiac RTF act	PvdQ inh
Cc1csc2c(N3CCN(C(=O)c4ccc(C(C)(C)C)cc4)CC3)ncnc12	2	0	-1	3	12	-1.4	-0.3	-15	-3	2	-2
CCOC(=O)CNC(=O)CSc1nnc(-c2ccc(OC)cc2)n1CC	-11	1	-5	1	-8	0.7	0.7	-3	-5	-3	-3
COC(=O)c1c(NC(=O)c2nc3nc(C)cc(C(F)F)n3n2)sc2c1CCC2	4	-1	3	-6	0	-0.2	-0.6	-1	18	7	2
Cc1ccsc1/C=N\NC(=O)Cn1nnc2ccccc21	7	-1	0	-1	12	0.2	-0.9	3	-6	5	8
COC(=O)CCCCCCCCC(O)CN(C)C (configuration not stated)	-6	-2	-3	1	3	-0.4	0.1	-1	4	-8	1
COc1cc(C(=O)CSc2nncn2C)cc(OC)c1OC	-5	-2	x	-7	-3	-0.3	0.2	7	12	2	-11
CC(/C=C/c1ccc2c(c1)OCO2)=N/NC(=O)COc1ccc(C)cc1	-1	-2	-13	3	0	-0.4	2.4	3	2	-5	-2
COc1ccc(-n2c3c(cc(C(=O)Nc4ccc(C)cc4)c2=O)C(=O)CCC3)cc1	-3	4	120	2	4	-2.0	-2.4	-14	-16	-3	1
CCCCNC(=O)c1cc2c(=O)n(CC)c3ccccc3c2s1	2	-2	49	0	-9	0.4	-1.1	-12	26	1	-3
CC(=O)c1ccc(NC(=O)CN2C(=O)/C(=C/C=C/c3ccccc3)SC2=S)cc1	-15	-2	64	-8	6	-3.8	-0.8	-2	26	28	-1
COC(=O)c1cc2c(-c3ccccc3)cc3ccccn3c-2c1C(=O)OC	-10	7	x	-4	-2	1.3	-0.8	-15	-1	1	5
COc1ccc(N2CCN(C(=O)c3ccc(CS(=O)Cc4ccc(Cl)cc4)o3)CC2)cc1 (configuration not stated)	-2	13	3	-2	4	0.2	0.1	-9	0	-1	-2
COc1cccc(-c2nc3ccc(C(=O)N4CCCC(O)C4)cc3o2)c1 (configuration not stated)	-1	-1	35	-4	9	1.4	0.1	-13	7	0	2
COc1ccc(CNC(=O)c2cccc3c2C(=O)N(Cc2cccnc2)C3)cc1	-1	0	-3	-3	-3	-0.4	-1.5	-9	18	-4	3
Cc1ccc(S(=O)(=O)N2CCC[C@H]2C(=O)OCC(=O)c2ccc3c(c2)NC(=O)CO3)cc1	0	0	13	-4	-3	-1.4	-0.5	-8	10	-2	-11
c1ccc2c(c1)-c1cccc3cncc-2c13	-2	32	x	-2	-2	-2.3	2.4	-56	-6	-7	-9
C=CCn1c(SCC(=O)c2c(N)n(C3CC3)c(=O)[nH]c2=O)nnc1-c1ccccc1OC	-2	5	x	-3	x	-0.5	-0.5	-10	x	6	6
C/C(=N\NC(=O)c1ccccc1N)c1ccc(NC(=O)Cc2ccccc2)cc1	1	0	9	-3	-8	0.3	0.9	0	-10	8	-9
CC(C)(C)c1ccc(CSc2ccc(S(=O)(=O)N3CCOCC3)cn2)cc1	-12	-3	-11	1	-6	1.5	-0.8	-12	7	-1	-16
Cc1ccc(-c2cc(C(=O)Nc3cccnc3)c3ccccc3n2)s1	9	-3	-9	-2	-47	-2.8	0.7	-33	12	-1	-7
CCOc1ccccc1Nc1nc(N)nc(CSc2nccc(C)n2)n1	3	0	547	2	-5	0.8	-1.2	-7	15	0	0
COc1ccc(C)cc1S(=O)(=O)Nc1ccc2c(c1)N(C(C)=O)CCC2	1	7	10	-2	0	-1.2	0.5	0	-13	1	-2
CCCCOC(=O)n1c(=O)oc2ccccc21	-10	-1	37	3	7	-0.7	-0.2	0	-2	-4	-5
CC1CCc2c(sc(NC(=O)c3ccc(Cn4cc([N+](=O)[O-])cn4)o3)c2C#N)C1 (configuration not stated)	2	-5	-6	0	-5	-2.8	0.3	-7	3	13	-10
Cc1ccc2c(c1)nnn2C1CCN(S(=O)(=O)c2ccc3ccccc3c2)CC1	0	-2	-12	-1	-9	-0.6	-0.6	4	-35	-4	-8
CO/N=C/C(=N\Nc1ccccc1)C(=O)c1ccccc1	7	6	10	-6	-1	-4.3	-1.3	0	10	4	-10
CCS(=O)(=O)N1CCN(CC(=O)NC2CCCCC2)CC1	5	-3	5	1	0	-1.6	-0.9	0	-22	4	-11
CCOC(=O)Cc1csc(NC(=O)c2c(O)c3ccccc3n(CC(C)C)c2=O)n1	0	0	16	4	4	-2.2	1.8	3	4	0	-7
O=C1ON(Cc2ccccc2)C(c2ccccc2)N1c1ccccc1 (configuration not stated)	-5	-2	x	-2	1	0.7	0.9	-5	-4	8	-15
O=C(c1ccc(S(=O)(=O)Nc2ccccc2F)cc1)N1CCCCCC1	-8	-3	-13	-3	-6	0.1	-0.8	-6	3	2	-16
COc1cccc(CNC(=O)C2CCN(S(=O)(=O)c3ccc4c(c3)CC(C)N4C(=O)C3CC3)CC2)c1 (configuration not stated)	2	0	-6	1	11	x	-0.4	-7	-9	-3	2
CCOC(=O)Cn1c(=O)oc2cc(S(=O)(=O)NCC3CCCO3)ccc21 (configuration not stated)	-6	x	-5	2	9	4.3	0.4	10	14	-3	1
N#Cc1ccc(CSc2nnc(-c3ccccc3)n2Cc2ccco2)cc1	-2	4	-2	1	-8	0.1	1.8	-15	-1	-2	3
O=C(COc1ccccc1)Nc1nnc(S(=O)(=O)N2CCCCC2)s1	-4	0	5	-1	-8	0.3	0.3	3	-9	1	-13
Cc1nc2ccc(S(=O)(=O)NC(C(=O)N3CCC(C)CC3)C(C)C)cc2s1 (configuration not stated)	-11	x	-27	-2	-1	0.5	2.1	-8	-2	1	-12
O=C(c1ccccc1)C1CCN(C(=O)c2cccs2)CC1	2	-3	-16	-2	-3	0.7	-3.3	-1	-14	7	3
CCOc1cc(CN2CCCCC2)ccc1OC	-1	2	-9	-3	20	-0.8	-0.4	4	x	-4	-15
Cc1cc(C)c(S(=O)(=O)Nc2c(C)[nH]c(=O)[nH]c2=O)c(C)c1	-2	3	-5	-3	-2	-0.1	1.5	0	-18	-2	-2
COc1ccc(NC(=O)CN(C)S(=O)(=O)c2ccc(Br)s2)cc1OC	-4	-1	14	-7	-2	0.2	-1.3	0	-7	-6	7
Cc1cc(NS(=O)(=O)c2ccc(NC(=S)NC(=O)c3ccc(Cl)cc3Cl)cc2)no1	-2	x	12	-7	12	-0.9	-0.8	0	-80	1	-2
COc1ccc(NC(=O)C2=C(C)NC(=O)NC2c2ccccc2[N+](=O)[O-])cc1 (configuration not stated)	-3	2	-18	2	-14	-1.2	-1.0	0	6	-3	-8
COc1ccccc1NC(=O)Cn1cnc2c(oc3ccccc32)c1=O	-9	x	-6	1	-9	-3.0	-0.1	-10	33	9	-19
O=C(NCCN1CCN(c2ccccc2)CC1)c1ccccc1F	2	0	-18	-1	3	0.1	-1.6	3	-23	2	-10
CC(C)CC(=O)NC1(C(F)(F)F)C(=O)N(CC(C)C)C2=C1C(=O)CC(C)(C)C2 (configuration not stated)	-2	-2	3	0	-3	-0.3	-2.8	-4	15	0	-7
Cc1ccc2c(c1)nnn2C1CCN(CC(=O)c2ccc(Cl)cc2)CC1	3	x	76	3	x	-0.1	-0.8	6	-5	0	-3
CC(=O)Nc1ccc(NC(=O)C2C3C=CC(C3)C2C(=O)O)cc1 (configuration not stated)	-3	8	-10	0	-7	0.5	4.2	4	11	4	-2
CN1CCN(C2CCCCC2NS(=O)(=O)c2ccc(Cl)cc2)CC1 (configuration not stated)	1	0	-8	4	-15	-0.5	-0.6	-7	1	-3	-1
COc1ccc2[nH]c(C)c(CCN(Cc3cccs3)C(=S)Nc3ccc(F)cc3)c2c1	-47	x	-7	8	2	-3.1	26	-7	15	29	-12

Assay outcomes as filed in PubChem.
